Tcruzi prolif – T. cruzi proliferation inhibition; T. cruzi beta-gal in NIH3T3, GalScreen luminescence, 90 h; hit rate 5.9% among 77,000; inhibition, % at 8.34 µM;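 active means mean inhibition above about 93%, with at least 55% of replicates each passing it, limit read from the data, passing the limit was not always enough; inconclusive means only one of those two conditions holds; inactive means neither condition holds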
Pf Dd2 inh – inhibitors of Plasmodium falciparum Dd2 growth; P. falciparum Dd2 growth, SYBR Green, 72 h; stronger effect = lower value; activity change, % at 10 µM; hit rate 2.3% among 94,000; in the data active means activity change below about -80%; inconclusive means no clear call, values can overlap the other calls
KDM4C inh – KDM4C (human) demethylase inhibition | Q9H3R0 | GST-KDM4C 2-372, H3K9me3 peptide, LANCE TR-FRET | inhibition, % at 12.5 µM | hit rate 0.15% among 96,000 | AID 720574;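 active means mean replicate inhibition above about 25%, with at least 55% of replicates also reaching it, limit read from the data, passing the limit was not always enough; inconclusive means only one of those two conditions met; inactive means neither condition met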
Target sequence (Q9H3R0 2-372 limits assumed): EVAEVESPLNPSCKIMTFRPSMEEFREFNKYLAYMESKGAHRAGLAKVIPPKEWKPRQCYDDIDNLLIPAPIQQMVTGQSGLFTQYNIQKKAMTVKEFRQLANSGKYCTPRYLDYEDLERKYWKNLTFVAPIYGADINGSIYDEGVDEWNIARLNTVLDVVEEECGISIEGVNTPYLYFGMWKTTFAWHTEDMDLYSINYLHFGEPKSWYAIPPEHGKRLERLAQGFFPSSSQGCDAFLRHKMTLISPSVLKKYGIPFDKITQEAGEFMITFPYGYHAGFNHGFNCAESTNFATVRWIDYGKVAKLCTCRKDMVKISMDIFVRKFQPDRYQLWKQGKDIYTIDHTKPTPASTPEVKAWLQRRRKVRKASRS
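Assay system: GST-GASC-1 enzyme fragment 2-372 | Amount: 10 nM enzyme | Medium: HEPES buffer, pH 7.5, plus ascorbate | Reagent: H3K9me3 peptide substrate, Fe(II), 2-oxoglutarate | Doses: Single-point compound screen | Incubation: 30 min demethylation and 1 h detection at room temperature | Measured by: LANCE TR-FRET, excitation 340 nm, emissions 618 and 671 nm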
C diff HTS – inhibitors of Clostridium difficile growth; growth activity, negative = inhibition, % at 16 µg/mL (by protocol); AID 1259249; hit rate 0.25% among 86,000; Clostridium difficile clinical isolate growth, OD600, 24 h; stronger effect = lower value;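 active means mean growth activity at or below -80% and every replicate also at or below -80%; inconclusive means mean at or below -80% but some replicate above -80%; inactive means mean growth activity above -80%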;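 further: 0% = DMSO wells and -100% = levofloxacin 16 µg/mL wells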
Numbers without * were called inactive; ? = inconclusive; / = no result given; & = joins results of further samples.

Every second line gives: C diff HTS	Tcruzi prolif	Pf Dd2 inh	KDM4C inh
> COc1ccc(S(=O)(=O)Nc2ccc3c(c2)C(=O)N([C@H](C)CO)C[C@@H](C)[C@H](CN(C)Cc2ccccc2)OCCCC[C@H](C)O3)cc1
  -1	64	-51	-0.2
> COc1ccc2c3c(n(C)c2c1)[C@H](CO)N(Cc1ccccc1F)CC31CCN(C(=O)C2CCCC2)CC1
  -2	/	-48	-0.2
> COc1ccccc1NC(=O)N1C[C@@H]2[C@H](c3ccccc31)[C@@H](CO)N2C(=O)C1CC1
  -1	48	5	3.2
> CC(C)c1cn(CC[C@@H]2CC[C@H](NC(=O)C3CCCCC3)[C@H](CO)O2)nn1
  -2	/	/	5.5
> C[C@@H]1CN([C@H](C)CO)C(=O)c2cccc(NC(=O)Nc3cccc4ccccc34)c2O[C@@H]1CN(C)Cc1ccc(C(=O)O)cc1
  -3	48	0	-0.6
> O=C(N[C@H]1CC[C@H](CCNS(=O)(=O)c2ccc(F)cc2)O[C@@H]1CO)c1cccnc1
  -1	-30	6	-0.4
> C/C=C/c1cnc2c(c1)C(=O)N([C@H](C)CO)C[C@H](C)[C@@H](CN(C)S(=O)(=O)c1ccccc1F)O2
  -2	/	-51	-2.1
> N#C[C@H]1N[C@H](CO)[C@H]1c1ccc(-c2cccc(F)c2)cc1
  -7	42	5	-0.6
> COCC(=O)N1C[C@@H](C)[C@@H](OC)CN(C)C(=O)c2ccc(NC(=O)c3ccc(OC)cc3)cc2OC[C@H]1C
  /	-5	-8	-0.4
> C/C=C/c1ccc2c(c1)O[C@H](CN(C)C(=O)NC1CCCCC1)[C@@H](C)CN([C@H](C)CO)S2(=O)=O
  0	103	15	4.4
> C[C@@H]1CN([C@@H](C)CO)C(=O)c2cccc(NC(=O)C3CC3)c2O[C@H]1CN(C)Cc1ccncc1
  2	11	0	-1.8
> C[C@@H]1CN([C@@H](C)CO)C(=O)c2cc(-c3ccccc3)cnc2O[C@@H]1CN(C)C(=O)Nc1ccccc1
  47	19	55	-0.5
> CC(C)NC(=O)N[C@@H]1C=C[C@H](CC(=O)NCCCN(C)C)O[C@H]1CO
  /	-41	27	3.7
> CO[C@H]1CN(C)C(=O)c2ccc(NS(C)(=O)=O)cc2OC[C@H](C)N(Cc2ccccc2)C[C@H]1C
  0	40	-10	1.1
> C[C@@H]1CCCCO[C@@H](CN(C)Cc2ccccc2)[C@@H](C)CN([C@H](C)CO)C(=O)c2cc(NC(=O)Nc3ccccc3)ccc2O1
  /	/	7	0.4

Looked up above.
Entry for `O=C(N[C@H]1CC[C@H](CCNS(=O)(=O)c2ccc(F)cc2)O[C@@H]1CO)c1cccnc1` under KDM4C inh: -0.4
Entry for `C/C=C/c1cnc2c(c1)C(=O)N([C@H](C)CO)C[C@H](C)[C@@H](CN(C)S(=O)(=O)c1ccccc1F)O2` under Pf Dd2 inh: -51
Entry for `CC(C)NC(=O)N[C@@H]1C=C[C@H](CC(=O)NCCCN(C)C)O[C@H]1CO` under KDM4C inh: 3.7

More compounds:
Every second line gives: C diff HTS	Tcruzi prolif	Pf Dd2 inh	KDM4C inh
> C[C@@H]1CN([C@@H](C)CO)C(=O)Cc2cc(NC(=O)CCN3CCOCC3)ccc2O[C@H]1CN(C)C(=O)Nc1ccccc1
  0	6	37	-2.8
> C[C@H](CO)N1C[C@H](C)[C@@H](CN(C)S(=O)(=O)c2cn(C)cn2)Oc2ccc(NC(=O)Cc3ccccc3)cc2C1=O
  /	65	48	-0.9
> CCCNC(=O)N1CCC2(CC1)CN(S(C)(=O)=O)[C@@H](CO)c1c2c2ccc(OC)cc2n1C
  8	/	-13	0.2
> CCCNC(=O)N[C@@H]1CC[C@@H](CCn2cc(C3CCCC3)nn2)O[C@@H]1CO
  /	-46	-12	0.6
> CO[C@@H](CN(C)C(=O)Nc1ccc(Cl)cc1)[C@@H](C)CN(Cc1ccccc1Cl)[C@H](C)CO
  /	111*	-46	-0.9
> COc1ccc(CN(C)C[C@@H]2OCCCC[C@@H](C)Oc3ccc(NC(=O)Nc4cccc5ccccc45)cc3C(=O)N([C@H](C)CO)C[C@@H]2C)cc1
  -12	113	22	-1.5
> CCCNC(=O)N1[C@H](CO)[C@@H](c2ccccc2)C12CN(C(=O)CC)C2
  6	/	-20	-1.0
> C[C@H](CO)N1C[C@H](C)[C@H](CN(C)S(=O)(=O)c2cn(C)cn2)Oc2ncc(-c3cc4ccccc4o3)cc2C1=O
  /	/	14	5.0
> COc1ccccc1S(=O)(=O)N[C@@H]1CC[C@@H](CCn2cc(C3CCCCC3)nn2)O[C@@H]1CO
  /	-44	22	2.2
> Cc1cccc(S(=O)(=O)N2CCCCN3[C@@H](CO)[C@@H](c4ccc(C#CC(C)C)cc4)[C@@H]3C2)c1
  -4	87	-79	-1.0
> Cc1ccccc1S(=O)(=O)N(C)C[C@@H]1OCc2ccccc2-c2c(n(C)c3ccccc23)C(=O)N([C@@H](C)CO)C[C@H]1C
  /	62	?	-2.9
> CC(C)C#Cc1ccc([C@@H]2[C@@H](CO)N3CCCCN(C(=O)NC(C)C)C[C@@H]23)cc1
  -9	77	13	0.0
> C[C@H]1CN([C@@H](C)CO)C(=O)c2cccc(NC(=O)Nc3cccc4ccccc34)c2O[C@H]1CN(C)C(=O)Nc1ccc2c(c1)OCO2
  -3	83	-28	-0.9
> CCN1CC(=O)N2[C@H](C1)[C@H](c1ccc(-c3ccccc3F)cc1)[C@@H]2CO
  3	/	41	0.8
> CCCNC(=O)N1[C@H](CO)[C@@H](c2ccccc2-c2ccc(F)cc2)[C@@H]1C#N
  2	/	-45	1.0
> O=C(C[C@H]1CC[C@H]2[C@@H](COC[C@@H](O)CN2C(=O)c2ccccc2)O1)Nc1ccc(-c2ccccc2)cc1
  2	32	-21	/
> COc1ccccc1C#Cc1ccc([C@H]2[C@@H](C#N)N(C(=O)C3CCC3)[C@H]2CO)cc1
  -4	94	-90*	-0.9
> C[C@@H]1CN([C@@H](C)CO)C(=O)CCCn2cc(nn2)CO[C@H]1CN(C)S(=O)(=O)c1cccc(C#N)c1
  -5	/	19	-1.3
> COc1ccc(-c2ccc3n(c2=O)C[C@H]2[C@H](CO)[C@@H](C(=O)NCC4CC4)[C@@H]3N2S(C)(=O)=O)cc1
  5	46	4	-0.1
> Cc1ccc(S(=O)(=O)N2C[C@@H](O)COC[C@H]3O[C@H](CC(=O)NCC4CCCCC4)CC[C@@H]32)cc1
  /	-16	-13	-0.8
> C[C@@H]1CCCCO[C@H](CN(C)C(=O)CCC(F)(F)F)[C@@H](C)CN([C@@H](C)CO)C(=O)c2cc(NC(=O)Cc3ccccc3)ccc2O1
  -9	81	/	-1.0
> C/C=C/c1ccc([C@H]2[C@@H](CO)N3CCCCN(S(=O)(=O)c4cccs4)C[C@@H]23)cc1
  27	71	4	-1.8
> N#C[C@H]1N[C@@H](CO)[C@H]1c1ccccc1
  -21	35	38	1.1
> N#C[C@@H]1[C@@H](c2ccc(C3=CCCCC3)cc2)[C@H](CO)N1C(=O)C1CCOCC1
  5	82	28	0.8
> COCC(=O)N1C[C@H]2[C@@H](c3ccccc31)[C@H](CO)N2C(=O)C1CC1
  -8	59	-2	-1.4
> CO[C@@H]1CN(C)C(=O)c2cc(NS(=O)(=O)c3ccc(C)cc3)ccc2OC[C@@H](C)N(Cc2ccccn2)C[C@H]1C
  /	/	-26	4.3
> C[C@H]1CN([C@@H](C)CO)C(=O)Cc2cc(NC(=O)CCCN(C)C)ccc2O[C@H]1CN(C)S(=O)(=O)c1ccc(Cl)cc1
  -9	-5	-6	1.8
> C[C@H](CO)N1C[C@H](C)[C@H](CN(C)C(=O)C2CC2)Oc2ncc(-c3ccccc3F)cc2C1=O
  /	24	29	-0.4
> CC(C)NC(=O)Nc1cccc2c1O[C@@H](CN(C)S(=O)(=O)c1cn(C)cn1)[C@@H](C)CN([C@@H](C)CO)C2=O
  -5	-51	12	-0.4
> O=C1N[C@H](c2ccccc2)COCc2cn(nn2)CC[C@H]1Cc1ccccc1
  -9	/	/	-1.6
> O=C(Cc1ccccc1)N1CC(=O)N2[C@@H](CO)[C@H](c3ccc(Br)cc3)[C@@H]2C1
  4	/	-9	-0.8
> CO[C@H]1CC[C@@H]2CCN(C)C(=O)C[C@H](c3ccccc3)CN(C)C(=O)c3cc(C#N)ccc3OC[C@H]1O2
  -8	34	/	-2.2
> C[C@@H]1CN([C@@H](C)CO)C(=O)c2cccc(NC(=O)C3CCOCC3)c2O[C@H]1CN(C)Cc1ccccc1
  0	10	-15	0.6
> C[C@H](CO)N1C[C@H](C)[C@@H](CN(C)C(=O)CN(C)C)Oc2cc(C#CC(C)(C)O)ccc2S1(=O)=O
  -7	-48	40	-1.4
> Cc1ccc(S(=O)(=O)N2CC[C@@H]3[C@H](CO)Nc4ccc(-c5ccccc5F)cc4[C@@H]32)cc1
  -6	112*	-55	0.8
> COc1ccc(CNC(=O)C[C@H]2C[C@H]3c4cc(N(C)C)ccc4O[C@H]3[C@H](CO)O2)cc1
  -4	-45	-45	19
> C[C@H](CO)N1C[C@H](C)[C@@H](CN(C)C(=O)Nc2ccc(C(F)(F)F)cc2)Oc2ccc(NC(=O)CCC(F)(F)F)cc2C1=O
  -3	/	7	-2.1
> O=C(NCC[C@@H]1CC[C@@H](NC(=O)C2CCCC2)[C@H](CO)O1)c1cnccn1
  -3	/	-14	0.5
> O=C(C[C@H]1C[C@H]2c3cc(NC(=O)C4CCC4)ccc3O[C@H]2[C@@H](CO)O1)NCc1ccc(Cl)cc1
  -2	11	-14	-1.2
> O=C([C@H]1[C@H](CO)[C@H]2Cn3c(ccc(-c4cccnc4)c3=O)[C@@H]1N2CC1CC1)N1CCCCC1
  1	30	/	-3.7
> O=C(C1CC1)N1CC2(C1)[C@@H](c1ccccc1)[C@@H](CO)N2Cc1ccc(Cl)cc1
  2	/	-27	0.0
> C/C=C/c1ccc([C@H]2[C@@H](CO)N3C(=O)CN(C(=O)Nc4ccccc4F)C[C@@H]23)cc1
  -3	/	11	0.7
> C[C@@H]1CN([C@H](C)CO)C(=O)c2cc(C#Cc3cccc(F)c3)cnc2O[C@H]1CN(C)C(=O)C1CCOCC1
  -4	63	-32	-0.1
> C[C@@H]1CN([C@@H](C)CO)C(=O)c2cc(NC(=O)c3ccncc3)ccc2O[C@@H]1CN(C)S(C)(=O)=O
  -2	-14	11	-0.5
> CCCNC(=O)C[C@H]1CC[C@@H]2[C@@H](COc3ccc(NC(=O)CC)cc3C(=O)N2C)O1
  4	42	-1	2.7
> O=C(C[C@@H]1CC[C@H]2[C@@H](COC[C@@H](O)CN2CCC(F)(F)F)O1)NCc1ccc2c(c1)OCO2
  -3&-4	-22	3	-0.3
> CO[C@@H]1CN(C)C(=O)c2ccc(NC(=O)C3CCC3)cc2OC[C@@H](C)N(Cc2nccs2)C[C@H]1C
  /	-7	/	-0.8
> COc1ccc(NC(=O)N(C)C[C@H]2OCCCC[C@H](C)Oc3ccc(NC(=O)Nc4cccc5ccccc45)cc3C(=O)N([C@H](C)CO)C[C@@H]2C)cc1
  -6	6	12	-0.3
> CO[C@@H](CN(C)S(=O)(=O)c1cccc(Cl)c1)[C@@H](C)CN(C(=O)Nc1ccccc1F)[C@H](C)CO
  /	-2	-18	0.3
> CCC(=O)N[C@H]1CC[C@H](CC(=O)NCc2ccccc2OC)O[C@H]1CO
  2	-82	22	-0.7
> COc1ccc(S(=O)(=O)N(C)C[C@H]2Oc3ccc(NC(=O)Cc4cn(C)c5ccccc45)cc3C(=O)N([C@@H](C)CO)C[C@H]2C)cc1
  5	99*	6	1.4
> CCCNC(=O)[C@@H]1[C@@H](CO)[C@@H]2Cn3c(ccc(-c4ccccc4F)c3=O)[C@@H]2N1C(=O)CC
  -4	8	9	1.8
> CCCNC(=O)N[C@@H]1CC[C@@H](CC(=O)N2CCN(C)CC2)O[C@@H]1CO
  /	62	20	1.4
> COc1ccc(S(=O)(=O)N(C)C[C@H]2Oc3c(NS(=O)(=O)c4ccc(Cl)cc4)cccc3C(=O)N([C@@H](C)CO)C[C@@H]2C)cc1
  4	3	25	19
> C[C@H]1CCCCO[C@@H](CN(C)S(=O)(=O)c2ccccc2)[C@@H](C)CN([C@@H](C)CO)C(=O)c2cc(NS(C)(=O)=O)ccc2O1
  -3	-4	-29	0.4
> COc1cccc(NC(=O)Nc2ccc3c(c2)C(=O)N(C)[C@H]2CC[C@@H](CC(=O)NCCc4ccccc4)O[C@@H]2CO3)c1
  -1	20	/	1.6
> C[C@@H]1CN([C@H](C)CO)C(=O)Cc2cc(NC(=O)CCC(F)(F)F)ccc2O[C@@H]1CN(C)Cc1ccc(-c2ccccc2)cc1
  9	68	0	0.7

Complete entries from above. Screens in order: C diff HTS	Tcruzi prolif	Pf Dd2 inh	KDM4C inh
Shown for `CCCNC(=O)[C@@H]1[C@@H](CO)[C@@H]2Cn3c(ccc(-c4ccccc4F)c3=O)[C@@H]2N1C(=O)CC` = -4	8	9	1.8
Shown for `COc1ccc(S(=O)(=O)N(C)C[C@H]2Oc3c(NS(=O)(=O)c4ccc(Cl)cc4)cccc3C(=O)N([C@@H](C)CO)C[C@@H]2C)cc1` = 4	3	25	19

This is a random part of the collection; any-hit rate near 6.7%.
